Gal4-VP16 FLuc = counter-screen for ROR gamma inhibitors: Gal4-VP16 reporter. Drosophila S2 Gal4-VP16 UAS-luciferase, luminescence, 20 h. Potency, µM (top dose mostly 53.6 µM), without a hit: top-dose activity, negative = inhibition, actives largely listed as inhibitors. 310,000 compounds, 3.5% hits;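 also: Gal4-VP16 expression switched on by copper sulfate through the metallothionein promoter; potency is read from the fitted curve at half-maximal effect; % is scaled to controls: 0 for no effect and ±100 for the full control effect; nearly all actives have a fitted effect of over 50% in size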
Mito fusion yeast = inhibitors of mitochondrial division or activators of mitochondrial fusion; S. cerevisiae fusion-defective mutant growth rescue, CellTiterGlo 48 h; Potency, µM (highest dose often 46.1 µM), for the others: at the top dose growth rescue (activation), most hits filed as activators; 320,000 compounds, 0.23% hits; AID 485298;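 also: potency is read from the fitted curve at half-maximal effect; % of control where 0% means no effect; nearly all actives have a fitted effect of over 45% in size; temperature-sensitive fusion mutants such as fzo1-1 at 37 °C on non-fermentable ethanol glycerol medium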
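Compounds are tested for their ability to restore growth of mitochondrial fusion-defective yeast strains at non-permissive 37C in YPEG medium over 48 hours. Viability is quantified by luciferase luminescence.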
Menin-MLL TR inh = menin-MLL binding inhibition, Texas Red mutant peptide. O00255. Menin + Texas Red MLL mutant peptide, fluorescence polarization. Potency, µM (top dose mostly 61.6 µM), for the others: at the top dose FP activity change, negative = inhibition, usual class: inhibitors. 270,000 compounds, 0.23% hits. AID 1768; active = well fitted inhibition curve with a large enough effect in the polarisation, with a control signal flat, not every such curve was filed as active; inconclusive = small, poorly fitted or top-dose-only effect, or effect the other way, or a change in a side signal; inactive = no such curve, though single readings can be large or run the other way; the % refers to the polarisation; also: potency is read from the fitted curve at half-maximal effect; % of control where 0% means no effect; many of its hits are not listed in these tables
NPC1 prom act = activates the NPC1 promoter | Huh7 NPC1 promoter luciferase reporter, 24 h | 320,000 compounds, 2.4% hits | Potency, µM (series often up to 9.22 µM), for the others: at the top dose activation, usual class: activators;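 also: potency is read from the fitted curve at half-maximal effect; % of control where 0% means no effect; nearly all actives have a fitted effect of over 60% in size; reporter is driven by a mutant NPC1 promoter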
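Luminescence from an NPC1 promoter-driven luciferase reporter in stably transfected Huh7 cells was measured after 24 h compound treatment at 37 °C, followed by 10 min ambient incubation with luciferase detection reagent.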
FLuc modulator = firefly luciferase modulation, counter-screen for miR-21 project; purified FLuc, Km substrates, luminescence inhibition; Potency, µM (series often up to 57.5 µM), without a hit: top-dose activity change, negative = inhibition, most hits filed as inhibitors; 360,000 compounds, 6.9% hits;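 also: potency is read from the fitted curve at half-maximal effect; plate controls were vehicle for no effect and reference inhibitor for full effect; nearly all actives have a fitted effect of over 55% in size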
Target sequence (P08659 whole entry, looked up): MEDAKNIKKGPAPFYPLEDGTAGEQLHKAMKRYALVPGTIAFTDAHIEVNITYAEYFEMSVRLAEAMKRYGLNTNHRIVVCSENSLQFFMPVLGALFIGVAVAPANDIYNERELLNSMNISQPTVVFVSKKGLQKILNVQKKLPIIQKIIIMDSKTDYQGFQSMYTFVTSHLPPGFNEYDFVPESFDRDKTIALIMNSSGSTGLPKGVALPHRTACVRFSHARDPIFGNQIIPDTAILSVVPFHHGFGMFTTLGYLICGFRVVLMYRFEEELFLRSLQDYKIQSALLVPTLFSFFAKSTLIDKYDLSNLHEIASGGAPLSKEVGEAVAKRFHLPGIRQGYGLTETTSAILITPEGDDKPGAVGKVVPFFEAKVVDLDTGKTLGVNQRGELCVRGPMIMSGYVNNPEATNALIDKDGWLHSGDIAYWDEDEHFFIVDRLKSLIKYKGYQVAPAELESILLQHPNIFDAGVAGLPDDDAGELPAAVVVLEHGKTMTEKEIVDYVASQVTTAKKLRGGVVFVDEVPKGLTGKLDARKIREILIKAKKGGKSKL
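Biochemical qHTS of compounds, final roughly 60 µM downward over six points, against 10 nM purified firefly luciferase using Km concentrations of substrates (10 uM D-luciferin, 10 uM ATP) in Tris acetate pH 7.5 buffer; luminescence output.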
RORg inh = ROR gamma (mouse) transcription inhibition. P51450. Drosophila S2 Gal4-RORgamma UAS-luciferase reporter, 20 h. Potency, µM (titrated, usually from 53.6 µM), for the others: at the top dose activity change, negative = inhibition, most hits filed as inhibitors. 310,000 compounds, 5.4% hits; also: potency is read from the fitted curve at half-maximal effect; % is scaled to controls: 0 for no effect and ±100 for the full control effect; nearly all actives have a fitted effect of over 60% in size
Target sequence (P51450 whole entry, looked up, the tested form may be a part): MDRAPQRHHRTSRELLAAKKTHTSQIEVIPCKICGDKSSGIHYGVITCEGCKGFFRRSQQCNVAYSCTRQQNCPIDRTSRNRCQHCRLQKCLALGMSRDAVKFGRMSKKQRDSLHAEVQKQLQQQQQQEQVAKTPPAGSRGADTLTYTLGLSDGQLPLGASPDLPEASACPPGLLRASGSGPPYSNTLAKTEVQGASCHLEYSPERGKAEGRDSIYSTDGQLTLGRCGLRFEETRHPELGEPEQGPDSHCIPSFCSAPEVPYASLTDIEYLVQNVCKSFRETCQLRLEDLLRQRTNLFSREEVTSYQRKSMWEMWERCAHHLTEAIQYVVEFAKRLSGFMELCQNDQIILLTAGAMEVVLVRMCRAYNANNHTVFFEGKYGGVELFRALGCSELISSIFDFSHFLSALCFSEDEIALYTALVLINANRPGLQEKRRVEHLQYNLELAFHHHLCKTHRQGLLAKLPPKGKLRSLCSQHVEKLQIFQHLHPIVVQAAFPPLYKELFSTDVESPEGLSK
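Luminescence from a UAS-regulated Photinus luciferase reporter in stably transfected Drosophila Schneider cells is measured; decreased signal marks ROR gamma inhibition. Fusion expression is induced by 700 uM copper sulfate for 20 hr.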
Rab9 promoter act = Rab9 promoter activation | Potency, µM (top dose mostly 9.22 µM), without a hit: at the top dose activation, negative = inhibition, most hits filed as activators | Huh7 Rab9 promoter-luciferase reporter, luminescence, 24 h | 320,000 compounds, 2.8% hits; also: potency is read from the fitted curve at half-maximal effect; % of control where 0% means no effect; nearly all actives have a fitted effect of over 60% in size
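Luminescence from Amplite-detected luciferase (10 minutes, ambient) reports Rab9 promoter activation. Before that, stable Rab9-luciferase Huh7 cells (1500/well, reduced-serum OP-MEM I plus 10% FBS) were exposed to compound for 24 hours at 37C.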
PKM2 act = increases activity of human pyruvate kinase M2; P14618; purified PKM2, Kinase-Glo ATP luminescence, activation; response scale: 0% is enzyme alone, no compound; Potency, µM (top dose mostly 57.5 µM), for the others: top-dose activation, actives largely listed as activators; 260,000 compounds, 0.34% hits; AID 1631; also: potency is read from the fitted curve at half-maximal effect; % is scaled to controls: 0 for no effect and ±100 for the full control effect; nearly all actives have a fitted effect of over 55% in size
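hPK-M2, >95% pure; 0.1 mM ADP / 0.5 mM PEP final; imidazole pH7.2 buffer w/ 7 mM MgCl2, 50 mM KCl; 1 h RT; Kinase-Glo lum. Intermediate enzyme activity for dual inhibitor/activator qHTS.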
MBNL1 CUG block = MBNL1-poly(CUG) RNA binding inhibition. 280,000 compounds, 0.036% hits. Q9NR56. Potency, µM (series often up to 57.5 µM), inactives show at the highest dose activity change, negative = inhibition, actives largely listed as inhibitors. TR-FRET MBNL1-His/biotin-(CUG)12 binding, 665/545 ratio; active = well fitted inhibition curve with a large enough effect in the signal ratio, with a control signal flat, not every such curve was filed as active; inconclusive = small, poorly fitted or top-dose-only effect, or effect the other way, or a change in a side signal; inactive = no such curve, though single readings can be large or run the other way; the % refers to the signal ratio; also: potency is read from the fitted curve at half-maximal effect; % is scaled to controls: 0 for no effect and ±100 for the full control effect
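Compound titration spanned 92 nM–58 uM against the MBNL1-His/biotin-(CUG)12 complex. After 60 min at room temperature with 5 nM streptavidin-XL665 and 0.055 ng/ul terbium anti-His, ratiometric 665/545 nm emission (Ex 340 nm) normalized to controls.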
ELG1 repair inh = blocks ELG1-dependent DNA repair in HEK293T cells; Potency, µM (titrated, usually from 46.1 µM), for the others: at the top dose activity change, negative = inhibition, usual class: inhibitors; 330,000 compounds, 2.3% hits; HEK293T ELG1-luciferase reporter, luminescence, 16 h; DNA damage induced by 5-fluorouridine; also: potency is read from the fitted curve at half-maximal effect; % is scaled to controls: 0 for no effect and ±100 for the full control effect; nearly all actives have a fitted effect of over 55% in size
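In this reporter screen, reduction of luminescence relative to DMSO vehicle indicated activity. Compounds and 5-fluorouridine were added together to 2,000 cells per well, incubated for 16 hr at 37 °C, then developed with ONE-Glo.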
KCNH2 3.1 inh = KCNH2 3.1 (human) potassium channel inhibition. U2OS KCNH2 3.1, thallium flux FluxOr; stronger effect = lower value. activity change, % (tested at about 1.8 µM). 340,000 compounds, 0.95% hits;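 active = maximum activity change below -70%; inconclusive = maximum activity change from -70% to -50%; inactive = maximum activity change above -50%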;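 also: thallium influx rate constant from kinetic fluorescence after stimulation buffer; % is scaled to controls: 0 for no effect and ±100 for the full control effect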
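Thallium flux via FluxOr fluorescence (Red40 quencher, 45 min loading) in U2OS cells virally expressing the KCNH2 3.1 isoform (1.77 x 10^8 /mL virus, overnight at 37 C). Rate constants from 2-min kinetic reads post-stimulation, normalised to positive and negative controls.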
Starred values were filed as active, the others as inactive; ? = inconclusive; / = no result given; & = joins results of further samples; [ ] = remark or other dose. Unless noted, calls follow the shape of the dose curve; as a rule, active = well fitted curve in the direction sought with a large enough effect; inconclusive = small, poorly fitted or top-dose-only effect, or another doubt; inactive = no such curve, though single readings can be large; an effect the other way counts as inactive or inconclusive. Only part of the results is shown; the hit share may differ from the screen's.

Molecule,Gal4-VP16 FLuc,Mito fusion yeast,Menin-MLL TR inh,NPC1 prom act,FLuc modulator,RORg inh,Rab9 promoter act,PKM2 act,MBNL1 CUG block,ELG1 repair inh,KCNH2 3.1 inh
Cc1ccc(CNC(=O)C2CC2c2ccccc2)cc1 (stereo not given),3.8%,2.2%,7.1%,-0.1%,4.2%,26.0%,0.9%,-0.4%,-13.5%,1.6%,-19.5
COc1cc(NC(=O)c2ccco2)c(OC)cc1NC(=O)CCC(=O)Nc1cc(C)cc(C)c1,-3.4%[0.365 µM],-0.2%,19.9%,0.5%,4.5%,?,-6.1%,9.5%,0.5%,20.6µM*,2.0
COC(=O)c1ccc2c(c1)NC(=O)C(N(CC(C)C)CC(C)C)S2 (stereo not given),0.1%,-14.5%,/,-0.6%,0.3%,16.0%,-2.0%,-11.4%,-12.7%,3.9%,34.5
CC(C)c1nc(SCC(=O)NC2CCCC2)c2ccccc2n1,-11.0%,26.6%,-15.6%,-8.0%,0.9%,-1.4%,1.0%,2.0%,0.1%,-4.7%,-1.8
CCCc1cc2c(=O)c(-c3ccc4c(c3)OCCO4)coc2cc1OC(=O)c1ccco1,?,0.9%,16.4%,1.26µM*,5.36µM*,3.0%,1.58µM*,8.1%,8.2%,?,1.1
COc1cccc(NC(=O)c2ccccc2-c2nc(-c3ccc(Cl)cc3)no2)c1,8.8%,5.2%,30.6%[activator],9.4%,13.5µM*,?,9.5%,-8.0%,7.8%,?,-44.2
C=C(C)Cn1c(SCC(=O)N/N=C/c2ccccc2)nc2ccccc2c1=O,-20.9%,-21.3%,-6.7%,-1.9%,0.7%,-11.2%,-1.6%,0.5%,-2.4%,?,-1.6
CCc1ccccc1NC(=O)CSc1nnc([C@@H](NC(=O)OC(C)(C)C)C(C)C)o1,-8.6%,-2.4%,-8.5%,2.2%,1.0%,20.8%,2.8%,-3.3%,-3.9%,-11.7%,-13.5
CC(C)OC(=S)N/C(=N\S(=O)(=O)c1ccccc1)c1ccccc1,22.1%[0.365 µM],-0.2%,8.8%,-2.0%,-0.4%,0.447µM*,0.2%,1.9%,?,13.8%,-10.2
COc1cccc(C2c3c(oc4cc(C)c(C)cc4c3=O)C(=O)N2CCCN(C)C)c1 (stereo not given),6.9%,-4.5%,2.3%[11.7 µM],-5.0%,0.0%,-11.0%,3.1%,-6.4%,10.5%,16.1%,-4.7
CCC(CO)NCc1ccccc1OC(C)C (stereo not given),2.1%,2.1%,18.0%,-1.8%,0.5%,-15.2%,-7.2%,-2.7%,5.0%,-0.3%,1.1
CC(C)(C)CC(C)(C)c1ccc(OCC(=O)N/N=C/c2ccc(S(=O)(=O)O)o2)cc1,4.3%,?,/,3.3%,-7.5%,12.1%,-1.1%,-4.6%,?,?,6.1
FC(F)(F)c1cccc(Nc2nc(N3CCCC3)nc(N3CCCC3)n2)c1,1.0%,-1.1%,19.7%,-8.7%,0.2%,0.4%,0.5%,-1.7%,-11.8%,3.9%,8.9
COC(=O)N/N=C/c1ccc(-c2cc(Cl)ccc2Cl)o1,14.2%,4.8%,8.9%,-1.0%,1.9%,16.5%,-1.1%,11.1%,1.6%,1.0%,0.5
C/C(N)=C(/C#N)C(=O)CSc1nc2ccc(C)cc2[nH]1,-26.0%,-3.0%,10.0%,1.41µM*,4.78µM*,-44.2%,1.12µM*,0.2%,-0.1%,?,-9.8
CC(C)(C)NC(=O)C(c1ccccc1)N(C(=O)c1ccco1)C1CC1 (stereo not given),2.9%,0.7%,15.1%,-3.6%,3.5%,1.4%,-3.3%,-1.3%,-6.2%,-3.6%,15.1
COc1cc(OC)c(OC)cc1CNC(=O)c1cc(=O)c2ccccc2o1,-3.7%,25.6%,8.1%,5.8%,0.2%,9.8%,-1.4%,2.1%,0.2%,?,-2.3
CC(C)CC(C(=O)OCC(=O)Nc1ncc(Cl)cc1Cl)N1C(=O)c2ccccc2C1=O (stereo not given),?,-1.1%,?,-4.0%,-9.8%,-5.4%,0.3%,2.7%,-1.3%,5.2%,/
N#CCCn1nc(-c2ccc([N+](=O)[O-])cc2)cc1Nc1ccccc1NC(=O)C(F)(F)F,?,7.1%,?,-1.4%,1.0%,41.1%,-1.4%,-7.3%,?,18.4µM*,-34.2
CC(C)C(c1nnnn1Cc1ccc(F)cc1)N1CCC(C(N)=O)CC1 (stereo not given),4.5%,11.2%,-8.9%,-5.8%,-0.2%,7.0%,1.1%,-2.4%,/,-9.6%,1.7
O=C(C[n+]1ccccc1)N/N=C/c1cc(Br)ccc1F,/,2.8%,/,-4.0%,-0.1%,/,-7.0%,/,/,?,-18.3
CC(C)Oc1ccc(C2CCC(=O)NC2=O)cc1 (stereo not given),-2.5%,-9.6%,-8.3%,-0.3%,-0.2%,20.1%,0.6%,-10.1%,5.8%,15.5%,-10.0
Cn1c(SCc2cnc(-c3ccccc3)s2)nnc1C1COc2ccccc2O1 (stereo not given),-5.9%,3.1%,-9.3%,0.8%,-18.2%,11.7%,0.1%,0.4%,-1.4%,-8.3%,0.6
CC(C)NC(=O)CSc1ccccc1C(=O)NCc1ccc2c(c1)OCO2,-8.8%,-1.3%,1.1%,1.3%,4.9%,5.4%,1.5%,5.4%,-1.8%,-22.0%,-13.6
CCOC(=O)c1nc(Nc2ccc(C(=O)OC)cc2)c2ccccc2n1,1.7%,7.2%,/,-3.2%,-7.8%&-19.1%,-3.0%,3.1%,13.9%,?,4.11µM*,-1.7
O=C(c1cc(C(=O)N2CCN(c3ccc(F)cc3)CC2)cc([N+](=O)[O-])c1)N1CCN(c2ccc(F)cc2)CC1,-15.2%,6.6%,2.0%,-17.0%,2.4%,?,-25.1%,0.1%,?,11.2µM*,?
CCOC(=O)c1c(NC(=O)C2C3C=CC(C3)C2C(=O)O)sc2c1CCC(C)C2 (stereo not given),-4.1%,-9.4%,-12.1%,-2.8%,1.4%,6.2%,-2.6%,1.2%,-6.7%,-3.8%,11.1
O=C(c1ccc2c(c1)C(=O)N(Cc1ccco1)C2=O)N1CCOCC1,-4.5%,-2.3%,15.4%,-3.8%,3.6%,-16.2%,-0.1%,11.1%,?,-0.6%,/
CC(C)(C)c1cc(NC(=O)NN2CCOCC2)nn1-c1c(Cl)cc(Cl)cc1Cl,7.3%,4.3%,/,-3.9%,5.4%,?,0.2%,-0.1%,/,-12.2%,1.0
CCCCCCN(C(=O)CCCCCN1C(=O)NC(c2ccc(-c3ccccc3)cc2)C(C(=O)OCc2ccccc2)=C1C)C(C(=O)NCCCC)c1cccc(C(=O)OC)c1 (stereo not given),1.9%&-3.1%,7.5%,-4.7%,-11.6%,-0.1%,-8.5%&4.5%,-2.4%,11.9%&-4.6%,2.8%,7.5%,/
CCCCC1CCC(C(=O)N2CCOCC2)CC1 (stereo not given),12.3%,9.7%,-3.8%,0.6%,2.0%,5.8%,-5.0%,-0.4%,2.5%,13.7%,-7.3
Cc1[nH]c(=O)[nH]c(=O)c1S(=O)(=O)N(CC(C)C)CC(C)C,5.9%,3.7%,5.6%,-3.4%,-8.0%,1.3%,-5.3%,-0.7%,-11.8%,3.7%,0.2
CC(C)C(C)NC(=O)CSc1nc2scc(-c3ccco3)c2c(=O)n1-c1ccccc1 (stereo not given),14.1µM*,3.1%,/,-0.4%,-2.9%,?,-7.1%,9.9%,15.1%,0.0%,3.1
CC(C)C[C@@H](CSc1ccccc1)N1CCN(C)CCC1=O,13.1%,-6.5%,-2.3%,21.9%,-13.9%,25.1%,24.8%,2.7%,-7.2%,0.0%,-22.1
O=C(CSc1nnc(Cn2c(=O)sc3ccccc32)n1CCc1ccccc1)N1CCOCC1,-5.9%,2.9%,1.6%,1.8%,-16.1%,15.7%,-9.4%,-2.9%,7.9%,3.0%,6.1
CC(=O)c1cccc(NC(=O)CCS(=O)(=O)c2ccc(Br)s2)c1,5.5%,-7.5%,-6.5%,-1.0%,-1.4%&4.1%,17.9%,8.5%,-4.2%,-3.4%,-16.9%,-7.9
